# TrxR1 inh = inhibitors of rat thioredoxin reductase 1; recombinant rTrxR1, NADPH fluorescence consumption, selenite substrate; Potency, µM (top dose mostly 114 µM), for the others: at the top dose activity change, negative = inhibition, actives largely listed as inhibitors; 390,000 compounds, 1% hits; AID 588453; note: potency is the fitted concentration of half-maximal effect; % is set by controls: 0 for no effect and ±100 for the full control effect; nearly all actives have a fitted effect of over 65% in size
# Target sequence (O89049 whole entry, looked up): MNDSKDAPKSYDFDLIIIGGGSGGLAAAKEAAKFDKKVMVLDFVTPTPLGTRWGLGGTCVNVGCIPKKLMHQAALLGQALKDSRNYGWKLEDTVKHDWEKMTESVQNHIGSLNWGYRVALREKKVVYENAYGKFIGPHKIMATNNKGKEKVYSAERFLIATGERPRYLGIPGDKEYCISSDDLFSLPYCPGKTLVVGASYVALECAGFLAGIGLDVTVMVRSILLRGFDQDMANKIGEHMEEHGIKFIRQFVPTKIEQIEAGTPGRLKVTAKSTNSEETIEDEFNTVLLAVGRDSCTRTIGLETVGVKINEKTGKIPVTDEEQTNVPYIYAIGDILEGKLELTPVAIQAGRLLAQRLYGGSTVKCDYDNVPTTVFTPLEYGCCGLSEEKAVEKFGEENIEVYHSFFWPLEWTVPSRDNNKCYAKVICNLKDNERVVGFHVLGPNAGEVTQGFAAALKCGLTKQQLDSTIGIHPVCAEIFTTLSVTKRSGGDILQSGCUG
#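 Rat TrxR1 (90 nM in the dispensed reagent) was pre-reduced with 400 uM NADPH for 5 min at room temperature, then incubated with compound for 15 min. After 400 uM selenite was added, NADPH fluorescence (Ex 340/Em 450 nm) was followed for 8 min.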
# Tb PGK inh = T. brucei PGK inhibition | PGK/GAPDH coupled, Kinase-Glo luminescence, 60 min | AID 602233 | Potency, µM (titrated, usually from 57.5 µM), for inactives: at the top dose activity change, negative = inhibition, hits mostly inhibitors | 380,000 compounds, 0.043% hits; note: potency is the fitted concentration of half-maximal effect; % is set by controls: 0 for no effect and ±100 for the full control effect; nearly all actives have a fitted effect of over 60% in size
# Target sequence (P07378 whole entry, looked up): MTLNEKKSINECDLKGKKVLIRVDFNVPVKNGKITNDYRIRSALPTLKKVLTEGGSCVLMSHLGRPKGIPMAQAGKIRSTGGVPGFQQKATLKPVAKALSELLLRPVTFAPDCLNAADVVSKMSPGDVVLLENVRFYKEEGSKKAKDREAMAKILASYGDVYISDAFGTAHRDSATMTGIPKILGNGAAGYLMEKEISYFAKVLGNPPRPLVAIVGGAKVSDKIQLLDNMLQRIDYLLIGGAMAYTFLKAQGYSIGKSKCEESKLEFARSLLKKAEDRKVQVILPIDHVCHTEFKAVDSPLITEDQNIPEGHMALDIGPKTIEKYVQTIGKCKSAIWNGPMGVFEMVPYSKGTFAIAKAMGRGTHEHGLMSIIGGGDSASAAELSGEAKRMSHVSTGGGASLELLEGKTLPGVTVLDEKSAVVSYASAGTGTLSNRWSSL
#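 Luminescent ATP detection (Kinase-Glo Plus) follows a 60-minute room-temperature incubation, with wells lacking PGK as controls. Buffer: 100 mM TEA (pH 7.6), 5 mM MgCl2, 0.01% Tween-20. Coupling enzyme GAPDH (100 nM final) supplies unstable 1,3-BPG in-well.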
# IDH1 R132H inh = blocks human mutant IDH1 R132H enzyme; O75874; IDH1-R132H enzyme, NADPH consumption, diaphorase/resazurin fluorescence; Potency, µM (doses to about 76.6 µM), for the others: at the highest dose activity change, negative = inhibition, actives largely listed as inhibitors; 390,000 compounds, 0.093% hits; AID 602179; note: potency is the fitted concentration of half-maximal effect; % is set by controls: 0 for no effect and ±100 for the full control effect; nearly all actives have a fitted effect of over 65% in size
#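 IDH1-R132H (0.5 ug/mL) preincubated 30 min with compound, then NADPH (0.016 mM) and alpha-KG (2 mM) added; 80 min at RT, pH 7.5. Remaining NADPH coupled via diaphorase/resazurin to fluorescence (540/590 nm); concentration-response curves normalized to no-enzyme control.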
# GLS inh = glutaminase GLS (human) inhibition; GLS enzymatic activity, qHTS titration; Potency, µM (titrated, usually from 45.5 µM), for the others: at the highest dose activity change, negative = inhibition, usual class: inhibitors; 410,000 compounds, 0.21% hits; AID 624170; note: potency is the fitted concentration of half-maximal effect; % is set by controls: 0 for no effect and ±100 for the full control effect
#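 hKGA in 45 mM KH2PO4 pH 8.2, 0.02% Tween-20 with pin-transferred compounds; 1 mM L-glutamine (stock) plus glutamate oxidase/HRP/Amplex Red coupling added. Fluorescence read initially and after 30 min at RT.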
# HP1b chromo inh = blocks HP1-beta chromodomain binding to methylated histone tails; AlphaScreen HP1-beta / biotin-H3K9me3 peptide binding; Potency, µM (doses to about 114 µM), for inactives: top-dose activity change, negative = inhibition, most hits filed as inhibitors; 390,000 compounds, 0.56% hits; AID 540317; note: potency is the fitted concentration of half-maximal effect; nearly all actives have a fitted effect of over 70% in size; inactives centre near 23
#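 HP1-beta protein (50 nM final) preincubated 30 min at room temperature with biotinylated H3(1-18)K9me3 peptide (50 nM) in PBS pH 7.4, 0.01% Tween-20, then compound added for 30 min. AlphaScreen streptavidin donor/nickel chelate acceptor beads (10 ug/mL final), 30 min dark, luminescence read.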
# USP1-UAF1 inh = inhibitors of human USP1/UAF1 deubiquitinase; recombinant USP1/UAF1, Ub-Rhodamine cleavage fluorescence; Potency, µM (top dose mostly 57.1 µM), for inactives: at the top dose activity change, negative = inhibition, usual class: inhibitors; 390,000 compounds, 0.23% hits; O94782; note: potency is the fitted concentration of half-maximal effect; % is set by controls: 0 for no effect and ±100 for the full control effect; nearly all actives have a fitted effect of over 60% in size; inactives centre near -12
#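 USP1/UAF1 complex at 1 nM was preincubated with compound for 15 min at room temperature, then Ub-Rho substrate (150nM final) was added. Fluorescence (480/540 nm) was read kinetically, 6 reads every 60 seconds.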
# Pin1 inh = inhibitors of human Pin1; Potency, µM (highest dose often 115 µM), inactives show top-dose activity, negative = inhibition, actives largely listed as inhibitors; 390,000 compounds, 0.009% hits; Q13526; Pin1 FP peptide displacement, HiFluor488, 10 min; active = well fitted inhibition curve with a large enough effect in the polarisation, with a control signal flat, not every such curve was filed as active; inconclusive = small, poorly fitted or top-dose-only effect, or effect the other way, or a change in a side signal; inactive = no such curve, though single readings can be large or run the other way; the % refers to the polarisation; note: potency is the fitted concentration of half-maximal effect; % is set by controls: 0 for no effect and ±100 for the full control effect
# TrxR1 substrate = rat thioredoxin reductase 1 substrate activity | purified TrxR1 substrate turnover, NADPH consumption readout | Potency, µM (doses to about 114 µM), for inactives: at the top dose activity change, negative = substrate turnover | 390,000 compounds, 0.01% hits; note: potency is the fitted concentration of half-maximal effect; % is set by controls: 0 for no effect and ±100 for the full control effect; nearly all actives have a fitted effect of over 50% in size
#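 Rat TrxR1, dispensed at 90 nM, was prereduced with 400 uM NADPH (final) for 5 min at ~22 deg C, then incubated with compound 15 min before 400 uM selenite. A first-read NADPH fluorescence drop versus no-compound background flagged substrates.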
# PI4K2A block = blocks human PI4K2A kinase activity | Q9BTU6 | purified PI4K2A, ADP-Glo luminescence, 1 h; active compounds read low | activity change, negative = inhibition, % at 76.9 µM | 420,000 compounds, 0.13% hits; in the data active = activity change below about -50%; inconclusive = mostly about -30% to -49%;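 note: -100% = wells without enzyme as full effect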
#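 PI4K2A activity was measured by ADP-Glo luminescence: enzyme (4 ug/mL stock) and phosphatidylinositol (1.2 mM stock) in Tris pH 7.5/MgCl2/EGTA/Triton X-100 buffer were reacted with ATP (300 microM stock) for one hour at ambient temperature.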
# Starred values were filed as active, the others as inactive; i = inactive; ? = inconclusive; / = not tested or not shown; & = joins results of further samples; [ ] = remark or other dose. Unless noted, calls come from the whole dose curve; as a rule, active = well fitted curve in the direction sought with a large enough effect; inconclusive = small, poorly fitted or top-dose-only effect, or another doubt; inactive = no such curve, though single readings can be large; an effect the other way counts as inactive or inconclusive.
SMILES,TrxR1 inh,Tb PGK inh,IDH1 R132H inh,GLS inh,HP1b chromo inh,USP1-UAF1 inh,Pin1 inh,TrxR1 substrate,PI4K2A block
CC1CCCN(C(=O)CN2C(=O)NC3(CCCCC3C)C2=O)C1 (stereo unspecified),17%[57.1 µM],-8%,7%,-6%,6%,-20%,-10%,3%,-2
CN1CCN(C2Cc3ccccc3Sc3ccc(Cl)cc32)CC1 (stereo unspecified),1%[57.1 µM],i,4%,12%&-7%,-25%,-25%,-4%,-1%[57.1 µM],6&-2&2
CS(=O)(=O)N1CCN(c2ccccc2NC(=O)CSc2ccc(Cl)cc2)CC1,25%[57.1 µM],-9%,8%,5%,13%,-16%,2%,8%[57.1 µM],5
CC1CCN(C(=S)c2ccc([N+](=O)[O-])cc2)CC1,?,-5%,3%,-16%,?,-18%,-8%,-4%,1
COc1ccc(/C=C2\Sc3ccc(C(=O)N4CCN(Cc5ccccc5)CC4)cc3N(C)C2=O)cc1OC,8%,-5%,9%,0%,-28%[57 µM],-9%,18%,-5%,-6
Cc1cc2c3ccccc3[nH]c(=O)n2n1,/,-6%,-5%,-3%,/,-7%,/,/,3
COc1ccccc1N1CCN(C(=O)c2cc3c(C)nc4ccccc4c3o2)CC1,15%,2%,6%,3%,24%,-19%,28%,-1%,3
O=C1c2ccccc2C(=O)N1CCC#Cc1ccc2cc(CCCO)oc(=O)c2c1,10%,-5%,3%,2%,19%,?,-1%,14%[57.1 µM],4
CC(=O)c1cc2c(cc1NS(=O)(=O)c1ccccc1)OCO2,-3%,1%,10%,12%,21%,-15%,-3%,-6%,4
COc1ccc2nc(SCc3cnc(C)nc3N)[nH]c2c1,27%,-9%[11.5 µM],-1%,10%,7%,?,2%,11%,0
CNC(=O)c1ccsc1NC(=O)c1ccc(S(=O)(=O)N2CCc3ccccc32)cc1,28%[57.1 µM],8%,-12%,0%,38%[activator],-21%,0%,4%[57.1 µM],-3
C=CCn1c(N)c(C(=O)Nc2ccc(C)c(C)c2)c2nc3ccccc3nc21,5%,3%,-1%,15%,28%,-17%,-6%,-4%,-6

# Another view of some results above:
# Each structure is followed by: TrxR1 inh | Tb PGK inh | IDH1 R132H inh | GLS inh | HP1b chromo inh | USP1-UAF1 inh | Pin1 inh | TrxR1 substrate | PI4K2A block
> CNC(=O)c1ccsc1NC(=O)c1ccc(S(=O)(=O)N2CCc3ccccc32)cc1
 : 28%[57.1 µM] | 8% | -12% | 0% | 38%[activator] | -21% | 0% | 4%[57.1 µM] | -3
> CN1CCN(C2Cc3ccccc3Sc3ccc(Cl)cc32)CC1 (stereo unspecified)
 : 1%[57.1 µM] | i | 4% | 12%&-7% | -25% | -25% | -4% | -1%[57.1 µM] | 6&-2&2
> COc1ccccc1N1CCN(C(=O)c2cc3c(C)nc4ccccc4c3o2)CC1
 : 15% | 2% | 6% | 3% | 24% | -19% | 28% | -1% | 3
> COc1ccc(/C=C2\Sc3ccc(C(=O)N4CCN(Cc5ccccc5)CC4)cc3N(C)C2=O)cc1OC
 : 8% | -5% | 9% | 0% | -28%[57 µM] | -9% | 18% | -5% | -6
> CC(=O)c1cc2c(cc1NS(=O)(=O)c1ccccc1)OCO2
 : -3% | 1% | 10% | 12% | 21% | -15% | -3% | -6% | 4

# One compound at a time, from the list above.
# CN1CCN(C2Cc3ccccc3Sc3ccc(Cl)cc32)CC1 (stereo unspecified) reads TrxR1 inh = 1%[57.1 µM]; Tb PGK inh = i; IDH1 R132H inh = 4%; GLS inh = 12%&-7%; HP1b chromo inh = -25%; USP1-UAF1 inh = -25%; Pin1 inh = -4%; TrxR1 substrate = -1%[57.1 µM]; PI4K2A block = 6&-2&2
# COc1ccc2nc(SCc3cnc(C)nc3N)[nH]c2c1 reads TrxR1 inh = 27%; Tb PGK inh = -9%[11.5 µM]; IDH1 R132H inh = -1%; GLS inh = 10%; HP1b chromo inh = 7%; USP1-UAF1 inh = ?; Pin1 inh = 2%; TrxR1 substrate = 11%; PI4K2A block = 0

# The listing continues:
SMILES,TrxR1 inh,Tb PGK inh,IDH1 R132H inh,GLS inh,HP1b chromo inh,USP1-UAF1 inh,Pin1 inh,TrxR1 substrate,PI4K2A block
c1cc(-c2cn(C[C@H]3CC[C@@H]([C@@H]4CC[C@H](Cn5cc(-c6ccsc6)nn5)O4)O3)nn2)cs1,18%,-2%,2%,-9%,46%[activator],-18%,2%,3%,3
Cc1ccc(S(=O)(=O)/N=C2/NC(=O)/C(=C/c3ccccc3)S2)cc1,-1%[57.1 µM],-6%,11%,20%,10%,-18%,-16%,-2%[57.1 µM],-3
CSc1ncccc1C(=O)OCc1nc2ccsc2c(=O)[nH]1,-10%,-6%,13%,2%,23%,-5%,-5%,-5%,3
O=C(Nc1ncccn1)c1cccs1,5%,-2%,0%,-9%,40%[activator],-16%,-11%,-1%,6
Cc1nc(SCc2ccccc2)c([N+](=O)[O-])[nH]1,-12%,i,9%,-4%,16%,-13%,-4%,-13%,3
Cc1cccc(-c2nc(CSc3nncn4c3cc3oc(C)cc34)c(C)o2)c1,-7%,-4%,0%,-6%,40%[activator],-13%,1%,0%,0
C[N+](C)(CC#N)C/C=C\c1ccccc1,12%,-1%,-1%,-4%,43%[activator],-15%,-6%,4%,-3
COc1ccc(NC(=O)Cc2csc(COc3cccc(C)c3)n2)cc1OC,26%,i,11%,-4%,16%,?,3%,-1%,0
O=C(CSc1nnc2[nH]c(=O)cc(-c3ccccc3)n12)Nc1cc(C(F)(F)F)ccc1Cl,13%[57.1 µM],0%,-1%,7%,52%[activator],4%,3%,18%[57.1 µM],-2
Cc1cc(NC(=O)CCCSc2nc(-c3ccco3)cc(C(F)(F)F)n2)n(-c2ccccc2)n1,10%[57.1 µM],-6%,3%,-1%,34%,?,27%,9%[57.1 µM],0
Cc1ccc(S(=O)(=O)c2nc(S(C)(=O)=O)sc2N2CCC(O)CC2)cc1,9%,3%,0%,2%,75%[activator],-21%,-6%,-7%,-2
O=C(N/N=C/c1ccc(F)cc1)c1ccc(-n2cnnn2)cc1,36%[57.1 µM],-4%,4%,-2%,36%,-21%,-7%,2%,-5
COc1ccc(Cc2noc(CN3CCCN(C4Cc5ccccc5C4)CC3)n2)cc1OC,?,1%,0%,0%,33%,0%,1%,-9%,2
C=CCn1c(COc2cccc(C)c2)nnc1SCn1nnc2ccccc2c1=O,-12%,5%,11%,1%,38%,-6%,-6%,-6%,5
N#Cc1nc(-c2ccco2)oc1N1CCc2ccccc2C1,-11%,3%,2%,14%,?,-15%,7%,86%[activator],2
CC(C)C1Oc2ccccc2C(=O)N(CC(=O)c2ccc3c(c2)OCCO3)C1=O (stereo unspecified),18%,-7%,3%,0%,33%,-29%,3%,-1%,-1
O=C(/C=C/c1ccccc1)NCC1(c2ccccc2)CCOCC1,4%[57.1 µM],0%,7%,-20%,14%,6%,-11%,9%[57.1 µM],-4
O=C(Nc1nnc(-c2ccc3c(c2)CCCC3)o1)c1ccccc1,2%,3%,-8%,15%,45%[activator],?,2%,-3%,-8
CCOC(=O)c1ccc2[nH]c(CSc3nnc(-c4cccc(F)c4)n3C)cc(=O)c2c1,15%[57.1 µM],-11%,9%,0%,17%[57 µM],-23%,-5%,-1%[57.1 µM],1
O=C(O)C1CSC(c2ccccc2)N1C(=O)c1ccco1 (stereo unspecified),?,-2%,0%,-14%,51%[activator],-3%,-13%,-5%,-1
Cc1ccc(-c2nnc(Nc3ccc(Br)cc3)c3ccccc23)cc1S(=O)(=O)N1CCOCC1,24%[57.1 µM],-1%,-9%,-4%,16%,-12%,12%,-4%[57.1 µM],3
CCN1CCN(Cc2nnc(-c3ccccc3)o2)CC1,22%,/,3%,1%,3%,1%,-4%,1%,-3
COc1ccc(-c2nn(-c3ccccc3)cc2/C=N/NC(N)=S)cc1OC,6%,i,4%,-4%,-1%,-20%,0%,-1%,0
COCCNS(=O)(=O)c1cc(OC)ccc1OC,26%[57.1 µM],i,-2%,10%,30%,8%,4%,-4%,2
COc1cc2ccccc2cc1C(=O)N1CCN(c2ccccc2O)CC1,4%,-3%,1%,16%,13%,-13%,3%,-8%,-4

# Source: PubChem BioAssay

# These rows are one share of the data; count on the stated rates, not on these rows.
